# Screens: PubChem, several laboratories
# DNMT1 inh – inhibitors of human DNMT1; inhibition (reported as % activation of signal), % at 10 µM; P26358; DNMT1 molecular beacon, Hinp1I cleavage, fluorescence; hit rate 0.83% among 360,000; in the data active = inhibition above about 50%
# Scp-1 inhibitor – inhibitors of human Scp-1 phosphatase; Q9GZU7; Recombinant Scp1, phosphopeptide, malachite green phosphate absorbance; inhibition, % at 20 µM; hit rate 0.88% among 340,000; AID 493091;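 active = inhibition above about 50% at 20 µM, limit read from the data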;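 also: plate controls were DMSO wells with enzyme for no effect and wells lacking enzyme for full effect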
# Target sequence (Q9GZU7 76-261 limits assumed): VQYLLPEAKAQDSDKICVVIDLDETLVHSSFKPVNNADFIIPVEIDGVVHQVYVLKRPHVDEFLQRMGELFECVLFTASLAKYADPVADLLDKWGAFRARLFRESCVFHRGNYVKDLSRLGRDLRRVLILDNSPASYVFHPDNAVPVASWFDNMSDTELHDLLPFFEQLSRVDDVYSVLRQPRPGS
#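 Incubation: 45 min enzyme reaction at room temperature / System: truncated SCP-1 phosphatase (76-261aa) / Reagent: Phospho 17-mer peptide substrate / Buffer or medium: Acidic Tris acetate buffer with magnesium and detergent / Signal: absorbance at 630 nm / Doses: one concentration, 20 µM, with 1.0% DMSO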
# CendR NRP1 mod – alters CendR peptide binding to human NRP-1 | FAM-RPARPAR peptide binding to NRP-1, fluorescence polarization | inhibition, % at 25 µM | hit rate 0.85% among 360,000;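 active = inhibition or corrected inhibition above about 18%, plus a signal ratio from 0.5 to 1.5, limit read from the data, passing the limit was not always enough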; also: strong numbers were not always called active
# Target sequence (O14786 whole entry, looked up): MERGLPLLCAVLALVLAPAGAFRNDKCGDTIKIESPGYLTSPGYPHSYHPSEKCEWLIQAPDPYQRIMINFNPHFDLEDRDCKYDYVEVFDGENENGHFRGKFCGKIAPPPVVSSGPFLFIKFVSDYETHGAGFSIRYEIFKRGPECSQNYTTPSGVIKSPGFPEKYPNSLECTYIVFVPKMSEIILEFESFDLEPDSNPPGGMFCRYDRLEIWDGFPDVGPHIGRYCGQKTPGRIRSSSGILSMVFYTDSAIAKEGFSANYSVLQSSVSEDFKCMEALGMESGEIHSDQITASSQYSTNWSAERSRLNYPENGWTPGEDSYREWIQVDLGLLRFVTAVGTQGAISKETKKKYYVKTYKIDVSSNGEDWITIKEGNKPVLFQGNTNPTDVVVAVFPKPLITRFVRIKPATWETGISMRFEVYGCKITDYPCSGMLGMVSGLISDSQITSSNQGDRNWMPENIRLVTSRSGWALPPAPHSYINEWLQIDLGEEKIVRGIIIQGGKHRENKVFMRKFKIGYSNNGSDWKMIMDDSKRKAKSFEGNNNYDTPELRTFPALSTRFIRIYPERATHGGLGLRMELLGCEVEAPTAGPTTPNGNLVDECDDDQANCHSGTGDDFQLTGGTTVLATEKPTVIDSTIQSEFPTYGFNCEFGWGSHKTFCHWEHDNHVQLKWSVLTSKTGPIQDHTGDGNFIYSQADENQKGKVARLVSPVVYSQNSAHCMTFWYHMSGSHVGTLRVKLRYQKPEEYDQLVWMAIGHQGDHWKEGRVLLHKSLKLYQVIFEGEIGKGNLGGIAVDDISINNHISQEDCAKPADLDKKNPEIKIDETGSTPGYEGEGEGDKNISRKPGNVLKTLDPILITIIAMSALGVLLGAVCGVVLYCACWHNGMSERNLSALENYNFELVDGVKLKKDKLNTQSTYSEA
# Neddyl block – inhibitors of human cullin neddylation; calls only at 25 µM; hit rate 0.58% among 360,000; P61081+Q13564; TR-FRET cullin neddylation, biochemical; AID 651699; in the data active = inhibition above about 36%
# STEP block – inhibitors of human striatal-enriched phosphatase STEP; P54829; recombinant STEP, OMFP fluorogenic substrate, fluorescence; inhibition, % at 20 µM; hit rate 0.25% among 360,000; AID 588621;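 active = inhibition at 20 µM, scaled per plate between control wells, above about 37%, limit read from the data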;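 also: 0% = DMSO with enzyme and substrate and 100% = substrate only without enzyme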
#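 System: isolated STEP enzyme; schedule: 20 min enzyme reaction at room temperature, protected from light; medium: Bis-Tris buffer pH 6.0, 2.5 mM DTT, 0.005% Tween 20; signal: fluorescence, 480/540 nm; dosing: single compound dose of 20 µM, 1% DMSO final; also added: OMFP substrate, 25 µM final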
# NadD block – blocks S. aureus nicotinate mononucleotide adenylyltransferase; purified NadD enzyme, colorimetric absorbance read-out; inhibition, % at 20 µM; hit rate 0.78% among 360,000; in the data active = inhibition above about 26%; also: some compounds past the cut are filed as inactive
# TbMetRS inhib – Trypanosoma brucei MetRS inhibition; purified T. brucei MetRS, ATP depletion, Kinase-Glo luminescence; hit rate 0.4% among 360,000; AID 624268; inhibition, % at 11.9 µM;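 active = inhibition above a per-plate cutoff of the control wells' mean inhibition plus 3 SD, cut at about 5.5% in these data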;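 also: 0% = DMSO wells median and 100% = median of wells with control inhibitor compound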
#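 Dosing: 11.9 µM single point; system: parasite MetRS enzyme; technique: luminescence of leftover ATP; times: 15 min enzyme-compound preincubation, 2 h reaction, 10 min detection, 25 °C; replicates: each compound tested once; read-out basis: percent inhibition relative to median high and low control wells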
# LMPTP block – LMPTP (human) inhibition | inhibition, % at 20 µM | P24666 | hit rate 0.22% among 360,000 | recombinant LMPTP-A, OMFP fluorogenic substrate, fluorescence intensity;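 active = compounds that cut the enzyme signal by at least half of the control window in the single-dose screen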;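 also: plate controls were DMSO wells with enzyme plus substrate for no effect and substrate without enzyme for full effect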
#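 Assay system: LMPTP-A phosphatase enzyme | Input: 0.625 nM enzyme | Also added: Fluorogenic phosphatase substrate OMFP at 400 µM final | Compound dosing: One test concentration per compound, 20 µM, with 3% DMSO overall | Schedule: 50 min enzyme reaction at room temperature, protected from light | Signal: Fluorescence intensity | Benchmarks: no-enzyme and uninhibited controls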
# SUMO1-SIM PPI – SUMO1-SIM interaction modulation; P63165; SUMO1 binding to a labelled peptide, TR-FRET, 1 h; inhibition, % at 20 µM; hit rate 0.33% among 360,000; AID 602429; in the data active = inhibition above about 37%
# SKN-1 inh – C. elegans SKN-1 inhibition; inhibition, % at 21.8 µM; hit rate 0.49% among 360,000; C. elegans VP596 Pgst-4::GFP/RFP ratio, acrylamide-induced, 24 h;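 active = interference check ratio from 0.5 to 1.5 plus GFP to RFP signal ratio inhibition reaching or exceeding a fixed threshold, cut at about 30% in these data, passing the limit was not always enough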; also: some compounds called inactive have numbers as strong as hits
# The depositor's hits bear a star; i = inactive; · = no result given. Outcome played no part in choosing rows (roughly 4.6% active in at least one column).
SMILES,DNMT1 inh,Scp-1 inhibitor,CendR NRP1 mod,Neddyl block,STEP block,NadD block,TbMetRS inhib,LMPTP block,SUMO1-SIM PPI,SKN-1 inh
O=c1cc(CN2CCN(c3ccc(O)cc3)CC2)nc2scc(-c3ccccc3)n12,0,-3,-12,i,3,18,-0.2,16,5,1
CNc1n[nH]c(=S)s1,-37,3,8,i,0,-1,-0.3,-1.0,-4,10
CSc1ccc(Cl)c(C(=O)N2CCN(c3ncccn3)CC2)c1,0,-2,5,i,-1,-5,-0.1,-1.8,2,5
CCOC(=O)N1CCN(C(=O)CN(CC)S(=O)(=O)c2cc(C)ccc2OC)CC1,2,-6,11,i,0,-2,-0.8,-1.7,-2,0
S=c1[nH]nc(-c2ccccc2)n1/N=C/c1c[nH]c2ccccc12,3,-5,-12,i,-1,11,0.7,-0.6,7,-3
O=C(CCN1C(=O)c2ccccc2C1=O)Nc1sc2c(c1C(=O)NCC1CCCO1)CCC2 (centres undefined),4,-7,-4,i,1,-1,-0.7,-1.7,-9,5
COC(=O)c1ccc(OCC(=O)NC2CCCCCCC2)cc1,3,-12,-6,i,2,-5,0.6,0.1,-3,6
C/C(=N/NC(=O)c1ccn(C)n1)c1ccncc1,5,9,9,i,-2,-2,-0.8,-0.5,-6,3
CCOC(=O)N1CCN(S(=O)(=O)c2ccc(Cl)cc2)CC1,0,-8,9,i,0,-2,0.8,0.3,-9,-20
O=C(/C=C/c1ccc(F)cc1)Nc1cccc(S(=O)(=O)N2CCOCC2)c1,-6,-8,17,i,-1,-6,-0.2,-0.5,-5,28
Cc1cc(N2CCOCC2)nc2ccc(NC(=O)CCC(=O)N3CCCC(C)C3)cc12 (centres undefined),-6,1,0,·,4,7,-1.4,-1.4,-1,-33
COc1ccccc1OCCSc1nc2ccccc2n1CCO,3,-3,-26,i,2,-5,-0.8,-0.7,-1,-18
CCc1cccc(CC)c1NC(=O)CN1CCN(c2ccccc2)CC1,0,-6,-2,i,2,-1,0.1,-0.2,-1,-9
Cc1nc2c(-c3ccccc3)cnn2c(N2CCOCC2)c1C,1,-4,-7,i,-4,-5,0.4,2.3,3,2
Cc1cc[n+](CCC(=O)O)c2ccccc12,28,22,2,i,-3,0,-0.3,-1.4,-3,-29
O=C(O)C(C=C(Cl)Cl)N1CCOCC1 (centres undefined),0,-2,9,i,5,-1,-0.1,-0.7,4,-1
C=CCNC(=S)N1CCN(CCN=CC2=C(O)CC(c3ccc(Cl)cc3)CC2=O)CC1 (centres undefined),-3,-7,-4,i,8,0,-0.2,-0.3,4,-10
CCCC(=O)Nc1nnc(S(=O)(=O)N2CCCC2)s1,2,-7,2,i,1,3,0.1,-1.1,5,-3
Cc1noc(C)c1CSc1nnc(-c2ccccc2)o1,-2,-9,-2,i,-2,4,-0.2,-1.2,-2,6
Cc1cccc(OCc2nnc(SCC(=O)N3c4ccccc4CC3C)n2C)c1C (centres undefined),-2,17,1,i,1,-1,-0.1,2.2,-2,-5
CC(=O)Nc1ccc(NC(=S)NC(=O)C2CCCC2)cc1,-2,0,15,i,0,-8,-0.3,-1.8,1,-14
COCCn1c(SCC(=O)N2CCCCC2)nc2cccnc21,4,-3,0,i,-6,3,0.3,-0.8,0,-12
COc1ccc(NC(=O)CN(C)C(=O)c2csc3c2CCCC3)cc1,-2,-2,10,i,-1,-1,0.1,0.7,1,16
Cc1cc2cc(CNC(=S)NCc3ccccc3)ccc2n1C,77*,3,22*,i,5,52*,-0.4,19,-4,36*
Cc1nnc(SCC(=O)Nc2ccc(N3CCOCC3)cc2)n1Cc1ccccc1,-2,-6,5,i,1,0,-0.1,-0.2,3,5
SMILES,DNMT1 inh,Scp-1 inhibitor,CendR NRP1 mod,Neddyl block,STEP block,NadD block,TbMetRS inhib,LMPTP block,SUMO1-SIM PPI,SKN-1 inh
CCc1ccc(NC(=O)NCCN2CCCCC2)cc1,-1,-4,6,i,0,-3,-0.7,-2.6,-3,-7
CCOc1ccc(OCC)c(NC(=O)CCn2c(=O)oc3ccccc32)c1,-3,-9,-13,i,2,1,-0.4,-0.8,2,-3
CSc1ccc(CN2C(=O)C(C)ON=C2c2ccccc2F)cc1 (centres undefined),0,·,5,i,2,-5,0.4,0.8,2,-3
CCOc1ccc(C2C(C#N)=C(N)Oc3cc(C)[nH]c(=O)c32)cc1OC (centres undefined),3,-1,-7,i,-2,-1,-0.3,2.4,-12,7
COC(=O)CC(NS(=O)(=O)c1cccs1)c1ccc2c(c1)OCO2 (centres undefined),2,0,5,i,2,-4,-0.7,-2.8,2,-8
O=C(CC1=NC2(CCCC2)Cc2ccccc21)N1CCOCC1,-8,10,4,i,1,-4,0.1,-2.2,10,20
CCCCNC(=O)COn1nnc2ccc(S(=O)(=O)N3CCOCC3)cc21,0,-4,-2,i,-1,10,-0.2,0.2,-1,4
CCCCNC(=O)Nc1nnc(-c2ccc(Cl)cc2)o1,5,2,16,i,-3,2,0.2,-2.5,-3,-7
CCNC(=O)Nn1c(C)nnc1C,1,-2,2,i,-2,-2,-0.6,0.4,0,5
COc1ccc(/C=C(/NC(=O)c2ccccc2)C(=O)N/N=C/c2sccc2C)cc1,-3,-5,0,i,0,14,-0.7,1.0,-14,8
CCOC(=O)N1CCN(C(=O)C2CCCN(S(=O)(=O)c3ccc(OCC)cc3)C2)CC1 (centres undefined),0,-5,5,i,0,-2,0.3,-1.4,-1,12
CCc1noc(C)c1C(=O)NCCc1c[nH]c2ccccc12,2,-4,4,i,3,0,-0.2,-0.7,1,-15
Oc1ccc(Oc2ccc(Oc3ccc(O)cc3)cc2)cc1,-7,-11,-9,i,-6,-7,0.3,0.3,14,3
COc1ccc(CCNC(=O)/C=C/C(=O)O)cc1OC,2,-1,-3,i,-2,-6,-0.9,-1.3,2,3
Cc1cccc(-n2c(SCC(=O)Nc3ncc(Cl)cc3Cl)nc3ccccc32)c1,11,-3,-9,i,0,5,-0.8,4.7,-4,-6
C[C@@H](C(=O)N1CCNCC1)n1cc(CCC(=O)O)nn1,8,-5,3,i,-1,2,0.0,-3.3,-2,7
COc1ccc(C2CC(c3ccc(OC)c(OC)c3)=NN2S(C)(=O)=O)cc1 (centres undefined),1,-11,7,i,-2,-4,-0.4,1.5,-1,6
O=c1c2ccccc2nc(/C=C/c2cccc([N+](=O)[O-])c2)n1CCO,16,4,11,i,-1,3,-0.2,-0.3,-14,2
COc1ccc(C(=O)[C@H]2[C@H]3C(=O)N(c4ccccc4)C(=O)[C@H]3C3C=CC=NN32)cc1 (some centres undefined),-4,-2,-48,i,1,7,0.1,-0.5,-23,24
O=C(NCCN1CCCCC1)c1cc(Cl)ccc1Cl,4,-14,9,i,-4,-5,-1.5,-1.2,2,22
COc1ccc(C2c3cc(OC)c(OC)cc3CC3C(=O)OCC32)cc1OC (centres undefined),1,-1,-3,i,-1,-1,0.2,0.2,-3,6
COc1ccc(Nc2ccccc2)c(C)c1,-4,-3,-8,i,2,8,-0.6,-0.2,-2,-8
CN(C(=O)c1ccc(NC(=O)Cc2ccc(NC(=O)C3CCCN(C(=O)C4CC4)C3)cc2)cc1)C1CC1 (centres undefined),-2,-2,2,i,1,1,-0.2,0.3,5,18
COc1ccc(Cl)cc1NC(=O)CN(C)C(=O)c1cc(-c2cccs2)nn1-c1ccccc1,-8,-11,-8,i,0,-3,0.0,6.8,-4,-31
Clc1ccc(-c2nc3ncccn3c2Nc2ccc3c(c2)OCCO3)cc1,3,13,0,i,-2,2,0.1,3.1,-5,-23

# Looked up above.
# SUMO1-SIM PPI result of `Oc1ccc(Oc2ccc(Oc3ccc(O)cc3)cc2)cc1` → 14
# NadD block result of `CCOc1ccc(OCC)c(NC(=O)CCn2c(=O)oc3ccccc32)c1` → 1
# CendR NRP1 mod result of `C[C@@H](C(=O)N1CCNCC1)n1cc(CCC(=O)O)nn1` → 3

# The list continues:
SMILES,DNMT1 inh,Scp-1 inhibitor,CendR NRP1 mod,Neddyl block,STEP block,NadD block,TbMetRS inhib,LMPTP block,SUMO1-SIM PPI,SKN-1 inh
OCCN1CCN(c2ncnc3c2ncn3[C@H]2CN(Cc3ccncc3)C[C@@H](CO)O2)CC1,5,·,2,i,0,-5,-0.3,-4.0,-3,10
Cc1cc(C)c(C)c(OCCOCCNCc2ccccc2)c1,-5,-4,0,i,0,-2,-0.2,-2.1,1,4
O=C(O)c1ccc(-n2nncc2-c2ccco2)cc1,0,-3,2,i,-3,-1,0.0,-1.7,3,8
CC1(C)C(=O)Nc2ccccc2N1C(=O)COc1ccc(S(=O)(=O)N2CCOCC2)cc1Cl,10,33,-3,i,0,-6,-0.7,2.2,3,9
CC(C)(C)N(NC(=O)Nc1ccccc1)C(=O)c1ccccc1Cl,5,-4,25*,i,1,-2,-0.3,-1.0,3,-7
CCCN=C1CC(C)(C)CC(=O)/C1=C(/O)CCCN1C(=O)c2ccccc2C1=O,1,-10,0,i,-5,-13,-0.6,-0.8,-2,1
O=C(CSCc1ccccc1Cl)NNC(=S)Nc1ccccc1,0,-14,-25,i,0,7,-0.8,-1.4,1,2
O=C(CSc1nc2ccccc2c(=O)n1CC1CCCO1)Nc1ccccc1Cl (centres undefined),-1,-10,2,i,-2,-9,-0.8,0.3,12,3
CC1(C(=O)Nc2cccc(C(F)(F)F)c2)Cc2c(-c3cccc(C(N)=O)c3)ccnc2O1 (centres undefined),2,·,-7,i,-1,6,2.1,0.6,1,-1
CS(=O)(=O)N1CCN(c2ccccc2NC(=O)c2cccnc2Cl)CC1,-1,3,3,i,-4,-1,1.4,0.4,10,9
N/C(=N\OC(=O)c1cccc(Br)c1)c1ccccn1,2,-13,11,i,1,1,-0.6,-1.2,1,33
COc1cccc(OC)c1C(=O)NC(=S)Nc1ccc(S(=O)(=O)Nc2nccs2)cc1,-1,0,13,i,-1,4,-0.7,1.7,-1,2
COc1ccc(C(=O)N/C(=C\c2ccco2)C(=O)NCc2cccnc2)cc1,-6,-1,-13,i,0,2,-0.8,-0.8,-4,12
CC(C)(C)NC(=O)c1nn2c(C(F)(F)F)cc(-c3ccccc3)nc2c1Br,0,-4,-6,i,2,-2,-1.3,-0.4,4,6

# Ordered by length of the SMILES (rising): some entries from above
SMILES,DNMT1 inh,Scp-1 inhibitor,CendR NRP1 mod,Neddyl block,STEP block,NadD block,TbMetRS inhib,LMPTP block,SUMO1-SIM PPI,SKN-1 inh
Cc1cc[n+](CCC(=O)O)c2ccccc12,28,22,2,i,-3,0,-0.3,-1.4,-3,-29
CS(=O)(=O)N1CCN(c2ccccc2NC(=O)c2cccnc2Cl)CC1,-1,3,3,i,-4,-1,1.4,0.4,10,9
CCOC(=O)N1CCN(C(=O)CN(CC)S(=O)(=O)c2cc(C)ccc2OC)CC1,2,-6,11,i,0,-2,-0.8,-1.7,-2,0
